From PubChem
PKA-R1A activ – activators of PKA-R1A holoenzyme, primary screen, biochemical, fluorescence polarization, Cy5-IP20, bovine R1A, mouse PKAc; activation, % at 11.4 µM; 340,000 tested, 0.083% active; PKA-R1A dissociation; scaled: DMSO 0%, 113 µM cGMP 100%; cAMP-dependent protein kinase type I-alpha regulatory subunit (Bos taurus) + …; AID 504707, 2011;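 active = percent activation above the mean of all tested compounds plus 3 SD, cut at about 19% in these data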;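 note: higher means more PKAc released from R1A so a rise in polarization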
phage Ecoli inh – growth loss of phage-infected E. coli, primary screen, RecBCD inhibitor project, absorbance, with phage, HTS. inhibition, % at 11.9 µM. AID 651602, 2012. 360,000 tested, 0.26% active; in the data active = inhibition above about 11%
PKA-R2B act – activators of PKA-R2B holoenzyme, primary screen, biochemical, fluorescence polarization, Cy5-IP20, human; 340,000 tested, 0.079% active; activation, % at 11.4 µM; AID 504700, 2011; cAMP-dependent protein kinase catalytic subunit beta (Homo sapiens) + cAMP-dependent …; PKA-R2B holoenzyme dissociation; R2B truncated from residue 108, S112A mutant; 0% DMSO only, 100% 113 µM cGMP;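 active = activation above a cutoff set at the mean over all compounds plus 3 SD, cut at about 18% in these data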;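 note: higher means more holoenzyme dissociation and a rise in polarization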
Target sequence (P31323 whole entry, looked up, other chains not shown, the tested form may be a part): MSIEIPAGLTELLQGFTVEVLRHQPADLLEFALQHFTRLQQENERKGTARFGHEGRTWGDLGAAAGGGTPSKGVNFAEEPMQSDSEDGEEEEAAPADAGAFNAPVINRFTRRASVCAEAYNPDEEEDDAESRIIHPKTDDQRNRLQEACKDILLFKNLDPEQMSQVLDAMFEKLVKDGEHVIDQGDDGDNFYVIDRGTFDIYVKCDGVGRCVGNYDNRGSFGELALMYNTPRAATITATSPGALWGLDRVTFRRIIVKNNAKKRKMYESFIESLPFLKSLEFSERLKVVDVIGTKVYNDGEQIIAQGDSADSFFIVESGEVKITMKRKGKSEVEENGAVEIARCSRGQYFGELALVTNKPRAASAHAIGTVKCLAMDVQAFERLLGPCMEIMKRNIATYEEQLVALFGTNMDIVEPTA
DAGLB inh – DAGLB lipase inhibitors, primary screen, biochemical, fluorescence, HTS; HEK293T DAGLB membrane lysate, EnzChek fluorogenic substrate; inhibition, % at 5.17 µM; 340,000 tested, 0.059% active; AID 504411, 2011; in the data active = inhibition above about 34%;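 note: 0% = enzyme with vehicle and 100% = wells lacking enzyme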
Target sequence (Q8NCG7 whole entry, looked up): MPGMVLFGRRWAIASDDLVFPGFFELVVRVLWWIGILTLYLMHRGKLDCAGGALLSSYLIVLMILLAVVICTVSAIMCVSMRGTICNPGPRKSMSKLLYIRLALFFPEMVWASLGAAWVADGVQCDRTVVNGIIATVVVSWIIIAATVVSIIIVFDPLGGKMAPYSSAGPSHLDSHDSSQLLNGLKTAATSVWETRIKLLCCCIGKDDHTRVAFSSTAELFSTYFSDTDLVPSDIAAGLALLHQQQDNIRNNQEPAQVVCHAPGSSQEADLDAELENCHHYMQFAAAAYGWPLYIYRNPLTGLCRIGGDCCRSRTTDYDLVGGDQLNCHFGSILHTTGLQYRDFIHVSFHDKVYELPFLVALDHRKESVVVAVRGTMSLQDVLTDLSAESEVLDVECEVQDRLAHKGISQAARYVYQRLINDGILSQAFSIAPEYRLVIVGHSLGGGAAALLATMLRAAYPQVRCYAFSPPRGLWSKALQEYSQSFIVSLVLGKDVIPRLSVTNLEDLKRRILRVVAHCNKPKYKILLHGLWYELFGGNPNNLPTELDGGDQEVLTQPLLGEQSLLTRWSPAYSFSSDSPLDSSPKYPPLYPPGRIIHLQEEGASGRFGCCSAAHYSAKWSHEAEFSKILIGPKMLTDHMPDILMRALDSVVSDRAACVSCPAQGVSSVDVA
* marks the source's active call; other numbers are inactive results. Only part of the results is shown (hit frequency here may not be typical).

phage Ecoli inh	PKA-R2B act	PKA-R1A activ	DAGLB inh	molecule
0.7	-18	0	5	C#CCN(C[C@@H]1[C@@H](OC(=O)NC2CCCC2)[C@@H](OC(=O)NC2CCCC2)Cn2c(=O)ccc(=O)n21)S(=O)(=O)c1ccc(C)cc1
-0.1	-6	2	-2	O=C(CSc1nc(=O)n(CCN2CCOCC2)c2c1CCCC2)Nc1ccccc1Cl
2.3	-4	-3	-5	COc1ccc(CNC(=O)c2ccccc2NC(=O)C2=C(C)OCCS2)cc1
3.0	-2	-3	-1	O=C(NC(Cc1ccccc1)C(=O)N1CCN(c2ccc(F)cc2)CC1)c1ccccc1 (centres undefined)
3.4	0	6	5	O=C(O)c1ccc(Cl)cc1NC(=O)C1CCN(S(=O)(=O)c2cccs2)CC1
0.1	8	7	-3	Cc1ccc(/C(O)=C2\C(=O)C(=O)N(C)C2c2ccccc2)cc1 (centres undefined)
1.4	-6	3	-1	Cc1ccc(N(CC(=O)NC(C)(C)C)C(=O)CCC(=O)Nc2ccccn2)cc1
3.2	9	1	-5	Cn1c(=O)c2c(ncn2CC(=O)OCC(=O)NCc2ccc(F)cc2)n(C)c1=O
1.3	-10	-7	0	Cc1ccc(NC(=O)CSc2nc3cc(C(=O)NCC4CCCO4)ccc3c(=O)n2CC2CCCO2)cc1 (centres undefined)
1.5	14	-1	-1	Cc1noc(C)c1NC(=O)Nc1ccc2c(c1)C(=O)N([C@H](C)CO)C[C@@H](C)[C@@H](CN(C)S(=O)(=O)c1cn(C)cn1)OCCCC[C@H](C)O2
2.4	4	4	-7	O=S1(=O)CC(N2CCCCC2)C1CN1CCCCC1 (centres undefined)
2.5	8	-1	1	CC(=O)c1ccc(N2CCN(C(=O)CNC(=O)c3ccc(Br)o3)CC2)cc1
2.6	-3	-3	1	C[C@@H]1CNC(=O)c2c(C(=O)NCC(=O)OC(C)(C)C)ncn21
0.5	-2	-3	4	CCc1c(N=O)c(-c2ccccc2)n(O)[n+]1[O-]
3.0	5	-1	-4	C[C@@H]1CN([C@@H](C)CO)C(=O)CCCn2nncc2CO[C@H]1CN(C)Cc1ccc(Oc2ccccc2)cc1

Next part:
phage Ecoli inh	PKA-R2B act	PKA-R1A activ	DAGLB inh	molecule
-0.8	-7	6	-5	CCN(CC)S(=O)(=O)c1ccc(OC)c(NC(=O)c2cc([N+](=O)[O-])ccc2N2CCOCC2)c1
-0.2	5	12	0	COc1ccc(C#Cc2cnc3c(c2)C(=O)N([C@H](C)CO)C[C@@H](C)[C@H](CN(C)C(=O)CN(C)C)O3)cc1
0.9	-3	-11	1	CN1CCn2cnc(C(=O)NCCCCCNC(=O)OC(C)(C)C)c2C1=O
2.9	5	-3	-2	C[C@@H]1CN([C@@H](C)CO)C(=O)CCCn2nncc2CO[C@@H]1CN(C)S(=O)(=O)c1ccccc1
3.6	11	9	-1	Cc1c(-c2ccccc2)n(O)c(-c2ccc(N(C)C)cc2)[n+]1[O-]
3.5	-3	2	-2	CNC(=O)C[C@H]1C(=O)N(C2CCCCC2)C[C@@H]1C
1.9	-3	9	-2	O=C1CCN(C(=O)c2ccccc2)c2ccccc21
2.9	-4	-6	-2	CCC1NC(=O)c2cccnc2-n2c1nc1cc(C)cc(C)c1c2=O (centres undefined)
1.6	-3	-18	-11	CCc1noc(C)c1C(=O)OCC(=O)c1ccc(NC(=O)CC(C)C)cc1
0.6	3	5	-3	Cc1ccccc1/C(=N\S(=O)(=O)c1ccc(Br)cc1)Nc1ccccc1
-0.5	10	-1	-2	CCOc1ccc(S(=O)(=O)N2CCOCC2)cc1NC(=O)CCN1C(=O)NC2(CCCC2)C1=O
0.5	-4	1	0	CCc1ccc(C(=O)OCC(=O)Nc2c(C)n(C)n(-c3ccccc3)c2=O)cc1
0.1	-5	-1	-1	Cc1ccc(NC(=O)CSCC(=O)N(C)CC(=O)Nc2c(C)cccc2C)cc1
1.2	-10	1	-2	O=NN(CCCl)C(=O)NCCc1cccc[n+]1[O-]
2.7	2	8	0	CC1(C)OC(=O)NC1c1ccccc1 (centres undefined)

Next section.
phage Ecoli inh	PKA-R2B act	PKA-R1A activ	DAGLB inh	molecule
3.0	1	2	0	Cc1ccc(-c2cc3nc(-c4ccccc4)cc(NCCCO)n3n2)cc1
1.0	12	-7	-1	C[C@@H]1CN([C@@H](C)CO)C(=O)c2c(c3ccccc3n2C)-c2ccccc2CO[C@H]1CN(C)C(=O)[C@H](Cc1ccccc1)N(C)C
4.2	-2	2	-7	Cc1n[nH]c2ccc([N+](=O)[O-])cc2c1=O
0.1	2	8	1	Cc1ccc(-c2ccc(CN3C(CC(C)C)C(=O)N(Cc4cn(Cc5ccco5)nn4)CCS3(=O)=O)cc2)cc1 (centres undefined)
2.2	7	5	4	C#CCN(C[C@H]1[C@H](OC(=O)Nc2cccs2)[C@H](OC(=O)Nc2cccs2)C[C@H]2C(=O)N(c3ccccc3)C(=O)[C@@H]12)S(=O)(=O)c1ccc(C)cc1
1.2	-5	-15	7	CCCCCC(=O)N1C[C@@H](n2cc(COC(=O)c3ccccc3)nn2)[C@H](O)C[C@@H]1c1ccccc1
2.7	12	0	2	O=C(NCC(F)(F)F)c1ccc(S(=O)(=O)NCCc2ccc3c(c2)OCCO3)cc1
4.9	-4	-3	-5	Cc1cc2c(c(C#N)c1C)NC=NC2C (centres undefined)
6.1	-14	-11	2	COc1ccc(NC(=O)Cc2csc(NC(=O)Nc3ccccc3OC)n2)cc1
3.6	3	-1	-6	CCCCn1c(N)c(N(CCC(C)C)C(=O)c2c(CC)noc2C)c(=O)[nH]c1=O
1.0	6	-10	-1	COc1ccc(-c2ccc(CN3C(C(C)C)C(=O)N(Cc4cn(Cc5ccco5)nn4)CCS3(=O)=O)cc2)cn1 (centres undefined)
0.2	-1	7	0	O=S1(=O)CCN(Cc2ccccc2)CC1
2.1	-10	16	1	CCOC(=O)CCCCCC(=O)Nc1ccc2c(c1)C(=O)N([C@@H](C)CO)C[C@H](C)[C@H](CN(C)C(=O)NC(C)C)OCCCC[C@H](C)O2
1.5	-1	-10	-3	CCOC(=O)C1C(C(=O)OCC)C(C)(C)C1N(C)C (centres undefined)
4.8	2	7	2	C[C@H]1Cn2cnc(C(=O)NCC(=O)OC(C)(C)C)c2C(=O)N1

Just PKA-R1A activ, for 3 of the compounds above:
compound	PKA-R1A activ
C#CCN(C[C@H]1[C@H](OC(=O)Nc2cccs2)[C@H](OC(=O)Nc2cccs2)C[C@H]2C(=O)N(c3ccccc3)C(=O)[C@@H]12)S(=O)(=O)c1ccc(C)cc1	5
CCCCCC(=O)N1C[C@@H](n2cc(COC(=O)c3ccccc3)nn2)[C@H](O)C[C@@H]1c1ccccc1	-15
O=C(NCC(F)(F)F)c1ccc(S(=O)(=O)NCCc2ccc3c(c2)OCCO3)cc1	0

(cont.)
phage Ecoli inh	PKA-R2B act	PKA-R1A activ	DAGLB inh	molecule
3.0	-7	3	-1	C[C@H](O)[C@@H]1CN2CCc3c([nH]c4ccc(-c5ccc6c(c5)OCO6)cc34)[C@@H]2C[C@@H]1N(C)C(=O)NC1CCCCC1
0.9	1	-2	2	Cc1ccc(S(=O)(=O)N2CC3(O)CN(C(=O)OC(C)C)N(C(=O)OC(C)C)CC3(OC(=O)Nc3c(C)noc3C)C2)cc1 (centres undefined)
4.5	8	-8	4	O=C(COC(=O)C1COc2ccccc2O1)c1ccc(F)cc1 (centres undefined)
0.2	-4	6	-3	COc1cccc(S(=O)(=O)N(C)C[C@@H]2Oc3ncc(C#CCN(C)C)cc3C(=O)N([C@H](C)CO)C[C@H]2C)c1
1.1	2	-3	-2	COc1ccc(S(=O)(=O)N2CCC(C(=O)N[C@@H](C)C(=O)NCc3ccccn3)CC2)cc1
1.8	-1	-2	-4	O=S1(=O)CCN(C2CC2)CC1
1.5	-2	3	-8	O=C(CC(CC(=O)c1ccccc1)c1ccco1)c1ccccc1
0.2	6	6	-9	O=C(O)C(Cc1ccccc1)N1C(=O)C2C3CCC(C3)C2C1=O (centres undefined)
1.5	4	3	1	O=C(C1CCCCC1)N1C[C@@H](n2cc(-c3ccc(F)cc3)nn2)[C@H](O)C[C@@H]1c1ccccc1
3.6	-9	-5	3	O=C(CN1C(=O)c2cccc([N+](=O)[O-])c2C1=O)N1CCc2ccccc2C1
0.0	-5	4	-4	CCOc1ccc(Oc2ccccc2NC(=O)CCc2nc3ccccc3c(=O)[nH]2)cc1
-0.3	-6	1	0	CCOc1ccc(C(=O)CCC(=O)NN2CCCCC2)cc1
1.5	5	-2	-31	Cc1ccc([C@@H]2C[C@H]3[C@@H](CN2S(=O)(=O)c2ccc(Cl)cc2)C(=O)C[C@@H](c2ccc(C)cc2)N3S(=O)(=O)c2ccc(Cl)cc2)cc1
3.4	-9	4	1	COc1ccc(CC(=O)O/N=C(\N)c2ccncc2)cc1OC
2.9	1	-3	-2	N#Cc1ncn(C2OC(CO)C(O)C2O)c1N (centres undefined)

More results follow.
phage Ecoli inh	PKA-R2B act	PKA-R1A activ	DAGLB inh	molecule
3.6	3	5	0	COc1cc(/C=N/Nc2nc(C)cc(C)n2)ccc1O
3.1	6	5	-1	CCC1=C(NCc2ccccc2)COC1=O
3.0	-8	5	0	CC1C2CCC(C2)C1OC(=O)c1ccccc1C(=O)O (centres undefined)
2.1	-11	6	-1	COc1cccc(C(=O)N2CCN(Cc3nc(-c4ccoc4)oc3C)CC2)c1
1.4	-5	-2	-2	Cc1ccc(CN2CCC[C@]3(N[C@H](c4ccc(C(F)(F)F)cc4)[C@@H]4C(=O)N(C)C(=O)[C@@H]43)C2=O)cc1
2.0	5	2	-1	COc1ccc(C#Cc2cnc3c(c2)C(=O)N([C@H](C)CO)C[C@H](C)[C@@H](CN(C)C(=O)Nc2cccc(OC)c2)O3)cc1
-1.4	-3	4	3	COc1ccc(-c2ccc(CN3C(CC(C)C)C(=O)N(Cc4cn(Cc5ccco5)nn4)CCS3(=O)=O)cc2)cc1OC (centres undefined)
-1.2	9	1	1	Cc1nc2ccc(Cl)cn2c1[N+](=O)[O-]
1.9	-7	-1	3	O=C(C1CC(=O)N(c2ccc(F)c(Cl)c2)C1)N1CCOCC1 (centres undefined)
4.3	-1	3	-4	Cc1cccc(OCC(=O)N2CCc3ccccc3C2)c1C
1.8	2	-1	-2	[O-][n+]1ccc(CC(O)(C(F)(F)F)C(F)(F)F)cc1
2.0	-9	7	-4	COc1cc2c3c(cccc3c1)C(=O)N(CCN1CCCC1)C2=O
-0.8	6	-7	0	COc1ccc(S(=O)(=O)N(C)C[C@H]2OCCCC[C@H](C)Oc3ccc(N(C)C)cc3C(=O)N([C@H](C)CO)C[C@@H]2C)cc1
0.7	-3	0	-1	CCc1cc(-c2nnn(CCC3COCCO3)c2CC)ccc1-c1cn(CCc2c[nH]c3ccccc23)nn1 (centres undefined)
-1.0	-1	3	2	COc1cc(NCCCCC(C)N)c2nccc(C)c2c1 (centres undefined)

Reformatted: three of the compounds above.
> COc1cc(/C=N/Nc2nc(C)cc(C)n2)ccc1O
  phage Ecoli inh = 3.6
  PKA-R2B act = 3
  PKA-R1A activ = 5
  DAGLB inh = 0
> CCC1=C(NCc2ccccc2)COC1=O
  phage Ecoli inh = 3.1
  PKA-R2B act = 6
  PKA-R1A activ = 5
  DAGLB inh = -1
> CC1C2CCC(C2)C1OC(=O)c1ccccc1C(=O)O (centres undefined)
  phage Ecoli inh = 3.0
  PKA-R2B act = -8
  PKA-R1A activ = 5
  DAGLB inh = 0

Carrying on.
phage Ecoli inh	PKA-R2B act	PKA-R1A activ	DAGLB inh	molecule
0.6	-8	1	-6	Cc1cc(C)c(OCC(=O)OCC(=O)NCc2ccco2)c(C)c1
2.2	3	-6	0	Cc1csc(SCC(=O)Nc2ccc(CC#N)cc2)n1
2.2	-3	5	-1	COc1ccc(C(=O)N(C)CCOc2ccc(Cl)cc2)cc1S(=O)(=O)N1CCCC1
1.7	-2	1	-1	CCCC1NC(=O)c2cccnc2-n2c1nc1cc(F)c(F)cc1c2=O (centres undefined)
4.6	-4	-6	-2	COc1ccc(S(=O)(=O)NCc2ccccn2)cc1C
-1.8	0	-9	0	Cc1cc(SCC(=O)N2c3ccccc3NC(=O)CC2C)nc2ccccc12 (centres undefined)
2.9	2	-4	2	O=C1NC(Cc2ccc(O)cc2)c2nc3cc(Cl)ccc3c(=O)n2-c2cc3ccccc3cc21 (centres undefined)
3.3	1	11	-9	O=C(NN=Cc1ccc2c(c1)CCC2)c1ccccc1O
28*	-14	-4	1	Nc1nc(N)c2cc(S(=O)(=O)c3ccc4ccccc4c3)ccc2n1
4.2	-4	-7	-3	CN(C)CCCN(C(=O)c1ccc(S(=O)(=O)N2CCCCCC2)cc1)c1nc2cc3c(cc2s1)OCO3
4.7	3	-1	0	Cc1csc(SCC(=O)Nc2ccc(C)c(S(=O)(=O)N(C)C)c2)n1
1.0	8	4	-5	COc1ccc(-n2c(=O)c(CCC(=O)N3CCN(c4cccc(OC)c4)CC3)nc3ccccc32)cc1
2.3	1	-3	0	C[C@H](CO)N1C[C@H](C)[C@@H](CN(C)Cc2ccc3c(c2)OCCO3)OCc2cnnn2CCCC1=O
